Assay outcomes (PubChem)
TrxR1 substrate = is turned over as a substrate by rat TrxR1; O89049; purified TrxR1 substrate turnover, NADPH consumption readout; Potency, µM (titrated, usually from 114 µM), inactives show at the highest dose activity change, negative = substrate turnover; 390,000 tested, 0.01% active; AID 588456; note: potency is the fitted concentration of half-maximal effect; % is set by controls: 0 for no effect and ±100 for the full control effect; nearly all actives have a fitted effect of over 50% in size
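Rat TrxR1, dispensed at 90 nM, was prereduced with 400 uM NADPH (final) for 5 min at ~22 deg C, then incubated with compound 15 min before 400 uM selenite. A first-read NADPH fluorescence drop versus no-compound background flagged substrates.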
Glioma ERSR ind = inducers of ER stress response in human glioma cells; 420,000 tested, 0.02% active; Potency, µM, for the others: at the top dose activation, hits mostly activators; U87-MG GRP78 promoter luciferase reporter, 16 h; note: potency is the fitted concentration of half-maximal effect; series mostly up to about 76 µM; % of control where 0% means no effect; nearly all actives have a fitted effect of over 35% in size
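Stably transfected U87-MG human glioma cells carrying a GRP78-based luminescent sensor were seeded at 1000 cells/well, pin-dosed with compounds and incubated 16 h. Luciferase reagent was then added, and end-point luminescence was read after 10 min at room temperature.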
LDHA block = inhibitors of human lactate dehydrogenase A. P00338. purified LDHA, NADH/diaphorase-resazurin fluorescence; active compounds read low. activity change, % (values are at about 110 or 230 µM). 480,000 tested, 0.15% active. AID 1347041; in the data active = activity change below about -30%; inconclusive = mostly about -25% to -30%;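 note: plate controls were DMSO wells for no effect and wells without enzyme for full effect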
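Human LDH5 at 2 nM final in Tris HCl pH 7.4 with 0.06 mM NADH and 0.2 mM pyruvate, reacted 5 minutes at room temperature. Remaining NADH coupled via diaphorase/resazurin; resorufin fluorescence read at 0 and 20 minutes, normalized to enzyme-free and DMSO wells.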
RXFP1 ag = RXFP1 (human) receptor agonism; HEK293T-RXFP1 cAMP TR-FRET, 30 min; response scale: percent of porcine relaxin response, buffer zero; AID 2676; Potency, µM (doses to about 57.5 µM), without a hit: top-dose activation, usual class: activators; 370,000 tested, 0.3% active; note: potency is the fitted concentration of half-maximal effect; % is set by controls: 0 for no effect and ±100 for the full control effect; nearly all actives have a fitted effect of over 60% in size; many of its hits are not listed in these tables
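HEK293T cells stably expressing RXFP1 were pretreated with the PDE4 inhibitor Ro 20174, exposed to compounds for 30 min at 37C, lysed, and cAMP was read by TR-FRET. Data normalized to buffer (basal) and 29 nM porcine relaxin (100%).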
IDH1 R132H inh = blocks human mutant IDH1 R132H enzyme; Potency, µM (top dose mostly 76.6 µM), inactives show at the top dose activity change, negative = inhibition, usual class: inhibitors; O75874; AID 602179; IDH1-R132H enzyme, NADPH consumption, diaphorase/resazurin fluorescence; 390,000 tested, 0.093% active; note: potency is the fitted concentration of half-maximal effect; % is set by controls: 0 for no effect and ±100 for the full control effect; nearly all actives have a fitted effect of over 65% in size
Target sequence (O75874 whole entry R132H, stated change not applied): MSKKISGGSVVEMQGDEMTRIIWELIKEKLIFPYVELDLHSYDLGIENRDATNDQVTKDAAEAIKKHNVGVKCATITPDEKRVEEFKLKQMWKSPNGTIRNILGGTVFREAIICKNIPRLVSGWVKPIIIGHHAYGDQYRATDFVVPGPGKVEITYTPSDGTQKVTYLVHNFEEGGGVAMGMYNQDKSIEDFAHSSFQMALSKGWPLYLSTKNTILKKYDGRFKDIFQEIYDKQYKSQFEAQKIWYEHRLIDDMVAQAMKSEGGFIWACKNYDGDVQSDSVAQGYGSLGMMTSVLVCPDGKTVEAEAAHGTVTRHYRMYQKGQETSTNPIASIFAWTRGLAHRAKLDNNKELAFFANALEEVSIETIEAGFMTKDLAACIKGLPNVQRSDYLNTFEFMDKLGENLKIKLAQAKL
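IDH1-R132H (0.5 ug/mL) preincubated 30 min with compound, then NADPH (0.016 mM) and alpha-KG (2 mM) added; 80 min at RT, pH 7.5. Remaining NADPH coupled via diaphorase/resazurin to fluorescence (540/590 nm); concentration-response curves normalized to no-enzyme control.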
Vif-APOBEC3F blk = inhibitors of Vif-A3F interaction. HeLa A3F-eYFP + Vif (tagged APOBEC3F with the HIV-1 protein that degrades it), YFP fluorescence increase. Potency, µM (highest dose often 46.1 µM), without a hit: top-dose activity, negative = active. 390,000 tested, 0.2% active. AID 602313; note: potency is the fitted concentration of half-maximal effect; % of control where 0% means no effect; nearly all actives have a fitted effect of over 65% in size
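HeLa cells stably expressing Vif plus C-terminally eYFP-tagged A3F were seeded, incubated overnight at 37 deg C, dosed with compound, incubated overnight again at 37 deg C. Yellow fluorescence (Ex 488/Em 500-530) reported blocked Vif-mediated A3F-eYFP degradation.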
Vif-A3G inh = blocks the Vif interaction with human APOBEC3G; Q9HC16; HeLa A3G-eYFP + Vif (tagged APOBEC3G with the HIV-1 protein that degrades it), YFP fluorescence, overnight; AID 602310; 410,000 tested, 0.076% active; Potency, µM (highest dose often 46.1 µM), inactives show top-dose activity, negative = active, most hits filed as inhibitors;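 note: potency is the fitted concentration of half-maximal effect; % is set by controls: 0 for no effect and ±100 for the full control effect; nearly all actives have a fitted effect of over 60% in size; hits raise eYFP signal because A3G escapes Vif-driven loss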
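HeLa cells stably expressing Vif and C-terminally eYFP-tagged A3G, seeded overnight at 37 deg C, then exposed to compound by pintool overnight at 37 deg C. Rise in yellow fluorescence (Ex 488/Em 500-530, Acumen) marks blocked Vif-driven A3G degradation.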
PI4K2A block = blocks human PI4K2A kinase activity. 420,000 tested, 0.13% active. purified PI4K2A, ADP-Glo luminescence, 1 h; active compounds read low. activity change, negative = inhibition, % at 76.9 µM. Q9BTU6; in the data active = activity change below about -50%; inconclusive = mostly about -30% to -49%;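 note: -100% = wells without enzyme as full effect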
Target sequence (Q9BTU6 whole entry, looked up): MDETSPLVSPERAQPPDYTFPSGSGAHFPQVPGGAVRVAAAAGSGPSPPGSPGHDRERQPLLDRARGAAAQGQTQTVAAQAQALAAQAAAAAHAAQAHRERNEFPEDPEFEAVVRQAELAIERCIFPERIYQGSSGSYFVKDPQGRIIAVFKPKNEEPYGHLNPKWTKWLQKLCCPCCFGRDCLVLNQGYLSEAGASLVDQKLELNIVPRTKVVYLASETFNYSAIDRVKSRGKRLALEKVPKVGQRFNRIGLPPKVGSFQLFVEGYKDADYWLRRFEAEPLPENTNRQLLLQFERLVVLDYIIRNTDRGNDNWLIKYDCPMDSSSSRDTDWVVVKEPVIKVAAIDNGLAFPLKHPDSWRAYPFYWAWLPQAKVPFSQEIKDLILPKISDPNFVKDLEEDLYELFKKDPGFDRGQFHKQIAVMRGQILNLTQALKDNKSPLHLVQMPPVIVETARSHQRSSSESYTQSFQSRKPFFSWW
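ADP-Glo luminescence measured ADP generated by PI4K2A enzyme (4 ug/mL before mixing) with 1.2 mM PI substrate (pre-mix) and 300 microM ATP (pre-mix). Tris pH7.5 buffer with MgCl2, Triton X-100; 1 h reaction at ambient temperature.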
USP1-UAF1 inh = USP1/UAF1 (human) deubiquitinase inhibition; O94782; recombinant USP1/UAF1, Ub-Rhodamine cleavage fluorescence; Potency, µM (titrated, usually from 57.1 µM), inactives show at the highest dose activity change, negative = inhibition, most hits filed as inhibitors; 390,000 tested, 0.23% active; note: potency is the fitted concentration of half-maximal effect; % is set by controls: 0 for no effect and ±100 for the full control effect; nearly all actives have a fitted effect of over 60% in size; inactives centre near -12
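In this screen, compounds sit with the deubiquitinase complex (1nM) for 15 min at room temperature before Ub-Rho is added at 150nM final. Fluorescence rise is then followed for 6 reads every 60 seconds.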
An asterisk follows results filed as active; ? = inconclusive; · = no result given; & = joins results of further samples; [ ] = remark or other dose. Unless noted, calls come from the whole dose curve; as a rule, active = well fitted curve in the direction sought with a large enough effect; inconclusive = small, poorly fitted or top-dose-only effect, or another doubt; inactive = no such curve, though single readings can be large; an effect the other way counts as inactive or inconclusive.

SMILES	TrxR1 substrate	Glioma ERSR ind	LDHA block	RXFP1 ag	IDH1 R132H inh	Vif-APOBEC3F blk	Vif-A3G inh	PI4K2A block	USP1-UAF1 inh
COc1ccc(CNC(=O)CCNS(=O)(=O)c2cc(Br)cnc2N)cc1	-8.4%	-2.1%	-4.7	1.8%	0.0%	1.0%	1.5%	1.9	-26.4%
Cc1noc(C)c1C(=O)N1CCC1(C)C(=O)NS(=O)(=O)c1cccs1 (centres undefined)	·	-0.7%	-3.1	·	·	·	-3.0%	-1.3	·
CN(C)C(=O)C(Sc1ccc(S(=O)(=O)N2CCCC2)cn1)c1ccccc1 (centres undefined)	-1.2%	-3.1%	-17.1	1.8%	-0.1%	4.8%	0.0%	-2.4	-11.2%
O=C(C1CCCCC1)N1CCN(S(=O)(=O)c2cccc([N+](=O)[O-])c2)CC1	0.5%	0.2%	-1.1	-1.0%	-7.8%	-5.9%	0.2%	0.1	-20.7%
CCN(CC)S(=O)(=O)c1cccc(NC(=O)CN2C(=O)c3ccc([N+](=O)[O-])cc3C2=O)c1	-15.7%	-2.8%	3.7	0.9%	7.4%	-20.2%	1.1%	-2.7	3.2%
Cc1ccc(S(=O)(=O)N2CCN(c3cnn(C)c(=O)c3Cl)CC2)cc1	6.9%	-3.1%	-10.5	9.7%	-3.2%	?	0.1%	0.7	-17.7%
C/C=C\C=C\C(=O)N1CC2(CC(c3cccc(NC(=O)/C(C)=C\C)c3)=NO2)C[C@H]1C(N)=O (some centres undefined)	6.8%	-5.1%	-11.1	-2.6%	2.0%	3.8%	-0.3%	-20.4	-11.9%
O=C(COC(=O)Cc1ccsc1)Nc1cccc(F)c1	-1.6%	-6.4%	-18.0	0.1%	-0.6%	-1.4%	0.4%	-6.8	-11.7%
COC(=O)c1sccc1NC(=S)N1CCN(c2cccc(C)c2C)CC1	-13.3%	-4.6%	0.0	1.1%	4.3%	-1.5%	?	3.4	-5.6%
CCN(CC)C(=O)CSc1ccc(C(F)(F)F)cc1[N+](=O)[O-]	-15.9%	-0.7%	-6.6	0.1%	4.9%	-6.4%	0.9%	-0.2	-7.2%
O=c1oc2ccccc2cc1-c1nc2c(s1)CCCC2	59.8%[activator]	-4.7%	-4.2	4.9%	1.8%	-9.6%	-0.4%	-10.0	-5.7%
O=C1Cc2cc(S(=O)(=O)N3CCN(c4ccccc4)CC3)ccc2N1	-3.7%[57.1 µM]	-3.1%&-1.6%	-9.2&-2.5	4.7%&-0.3%	2.4%&-8.3%	?	?	0.3&0.4	-4.2%&-1.8%
CCN(CC)c1ncnc2c1ncn2[C@H]1CN(Cc2ccccc2)C[C@@H](COC(C)=O)O1	·	-1.4%	3.0	·	·	·	-0.9%	3.4	·
O=C(CN(C(=O)Cn1nnc(-c2cccs2)n1)c1ccc2c(c1)OCCO2)NCc1ccccc1	-5.5%	-6.7%	-7.3	-0.8%	-2.4%	4.0%	-2.6%	1.3	?
O=S(=O)(c1ccc(C2CCCCC2)cc1)N1CCOCC1	-11.4%	-1.1%	-4.9	-1.9%	2.3%	-9.8%	0.3%	0.4	-10.6%
Cc1cccc(Oc2ccc3c(c2)cc(C(=O)O)n3C)c1	46.6%[activator]	2.5%	-4.7	2.7%	-2.0%	0.8%	-1.2%	1.2	-3.2%
CCOc1ccccc1NC(=O)Nc1cccc(C(C)=O)c1	18.2%	2.6%	3.1	1.8%	17.2%	-2.3%	-8.3%	3.0	-11.2%
Cc1ccc(-c2nc(-c3cccnc3)sc2CC(=O)O)cc1	16.0%	-4.0%	-4.1	9.9%	0.1%	2.7%	-6.4%	-7.9	-16.7%
COc1ccc(C(=O)NNC(=O)c2cc3cc(OC)ccc3oc2=O)cc1	3.6%[2.29 µM]	-1.1%	-3.6	1.5%	3.6%	-4.4%	-7.3%	0.1	-9.6%
O=C(CCCc1ccccc1)Nc1cccc2c1CCCC2	6.1%[57.1 µM]	-3.8%	-4.6	1.8%	-0.1%	-1.7%	-2.4%	5.9	-15.9%
O=C(CSc1nc2ccccc2s1)N/N=C/c1ccco1	-10.3%	0.6%	0.2	0.4%	10.1%	-9.2%	0.0%	-2.3	-6.8%
Cc1ccc(SCCC(=O)Nc2ccc(Br)c(C)c2)cc1	-7.0%	7.3%	-2.4	1.7%	1.3%	-1.4%	-5.2%	1.5	-5.9%
CC(C)(C)OC(=O)N[C@H](/C=C/c1ccccc1)C(=O)OC(C)(C)C	-8.8%	-0.4%	2.4	-0.7%	3.0%	-1.0%	0.4%	4.6	-18.0%
CC(=O)c1ccc(OCCOc2ccc(Cl)c3cccnc23)cc1	-7.2%	-1.5%	0.4	9.5%	5.9%	7.7%	1.5%	0.9	-20.0%
CN(C(=O)c1ccc(NC(=O)C2CCN(C(=O)OC(C)(C)C)CC2)cc1)C1CCC1	6.8%	-4.8%	-1.0	·	6.6%	4.7%	0.6%	-0.1	-15.9%
CC(C)(C)NC(=O)C(c1ccncc1)N(C(=O)Cn1nnc(-c2ccc(F)cc2)n1)c1cccc(F)c1 (centres undefined)	1.4%	-3.4%	-2.6	0.9%	-4.5%	-6.5%	0.9%	-3.3	-14.0%
CCOc1ccc(-c2nn3c(-c4ccccc4)nnc3s2)cc1	16.7%	-4.5%	-8.8	0.3%	5.2%	-7.3%	-4.3%	0.3	-25.5%
O=C(CN1CCOCC1)NNC(=S)Nc1ccc(Cl)cc1	-0.1%	1.6%	-5.9	0.5%	11.2%	7.2%	0.9%	-0.4	-17.9%
CN(C(=O)CC1C(=O)NCCN1Cc1ccc(F)cc1Cl)C1CCCCC1 (centres undefined)	18.9%	-2.4%	4.3	14.5%	2.1%	-1.2%	-2.1%	-5.1	-21.9%
O=C(Nc1ccccc1Oc1cccnc1)C1CCCN(Cc2cccc(Cl)c2)C1 (centres undefined)	1.0%	-1.1%	-3.9	1.0%	6.3%	0.6%	0.7%	-1.6	-15.9%

By substructure, the compounds so far with an aryl thioether with sulfur outside any ring (four)
SMILES	TrxR1 substrate	Glioma ERSR ind	LDHA block	RXFP1 ag	IDH1 R132H inh	Vif-APOBEC3F blk	Vif-A3G inh	PI4K2A block	USP1-UAF1 inh
CN(C)C(=O)C(Sc1ccc(S(=O)(=O)N2CCCC2)cn1)c1ccccc1 (centres undefined)	-1.2%	-3.1%	-17.1	1.8%	-0.1%	4.8%	0.0%	-2.4	-11.2%
CCN(CC)C(=O)CSc1ccc(C(F)(F)F)cc1[N+](=O)[O-]	-15.9%	-0.7%	-6.6	0.1%	4.9%	-6.4%	0.9%	-0.2	-7.2%
O=C(CSc1nc2ccccc2s1)N/N=C/c1ccco1	-10.3%	0.6%	0.2	0.4%	10.1%	-9.2%	0.0%	-2.3	-6.8%
Cc1ccc(SCCC(=O)Nc2ccc(Br)c(C)c2)cc1	-7.0%	7.3%	-2.4	1.7%	1.3%	-1.4%	-5.2%	1.5	-5.9%

Next compounds follow.
SMILES	TrxR1 substrate	Glioma ERSR ind	LDHA block	RXFP1 ag	IDH1 R132H inh	Vif-APOBEC3F blk	Vif-A3G inh	PI4K2A block	USP1-UAF1 inh
O=C1CC(Nc2ccc(N3CCOCC3)cc2)C(=O)N1c1cccc(C(F)(F)F)c1 (centres undefined)	0.0%	-2.1%	10.6	-0.3%	0.0%	-2.7%	-2.1%	-16.7	2.7%
COc1cccc(-c2cc(CC3(O)CCN(CCCc4ccccc4)CC3)on2)c1	27.5%[11.4 µM]	14.4%	-0.1	3.1%	2.3%	-0.3%	2.8%	-10.1	-2.0%
COc1ccc(C(c2nnnn2C(C)(C)C)N2CCN(C/C=C/c3ccccc3)CC2)cc1 (centres undefined)	·	-2.9%	-2.5	·	·	·	-1.1%	-1.6	·
O=C1N=c2ccc(Br)cc2=C1c1sc(=S)n(NS(=O)(=O)c2ccccc2)c1O	4.6%	-4.8%	13.2	-1.1%	13.5%	7.3%	9.1%	-10.1	-27.1%
Cc1nc(SCC(=O)NC2CCCC2)c2c(C)c(C)sc2n1	0.9%[57.1 µM]	-6.3%	-3.0	9.9%	0.2%	0.2%	-1.0%	0.2	-15.8%
O=C(CCC1CCCCC1)NCc1ccccn1	-7.5%	-1.5%	-6.5	-0.3%	1.4%	-22.1%	2.1%	-2.3	0.4%
CC(C)Oc1ccc(S(=O)(=O)N2CCCCC2)cc1NC(=O)C1CCCC1	-3.5%	-2.7%	-4.7	-2.8%	-13.6%	0.6%	1.6%	0.3	-0.8%
CN(C(=O)COC(=O)C1CCN(S(=O)(=O)c2ccc3c(c2)OCCO3)CC1)C1CCS(=O)(=O)C1 (centres undefined)	-6.9%	-2.2%	0.4	1.4%	11.3%	-3.4%	-0.6%	6.1	-15.3%
Cc1ccc(C(NC(=O)N2CCN(C)CC2)C(Cl)Cl)cc1F (centres undefined)	1.8%[57.1 µM]	-3.3%	0.9	0.8%	5.1%	5.8%	-0.6%	0.2	-0.6%
CCCCNC(=O)C(CC)Sc1nnc(-c2cccc(F)c2)c(-c2cccc(F)c2)n1 (centres undefined)	4.5%[57.1 µM]	-1.1%	2.6	-0.4%	7.9%	9.4%	-4.0%	0.2	-5.9%
CCOc1ccccc1NC(=O)CSc1nnc(NC(=O)c2ccco2)s1	-7.6%	-4.3%	-2.7	-0.3%	-4.0%	-3.8%	-4.4%	2.0	0.7%

An excerpt, so the mix of outcomes need not match the whole.
